# APP 5'UTR act – APP 5'UTR luciferase reporter activation; activation, % at 2 µM; SH-SY5Y APP 5'UTR luciferase reporter, luminescence; zero percent = DMSO vehicle wells; AID 1276; 190,000 tested, 1% active;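 active = activation above a set limit, based on mean plus 3 SD of controls, cut at about 140% in these data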; also: values of inactives mirror those of a sister screen read the other way
# TNAP inh noacc – inhibitors of human TNAP without phosphate acceptor; inhibition, % at 20 µM; 200,000 tested, 0.26% active; P05186; purified TNAP, CDP-star luminescence, 30 min; AID 1012;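 active = tissue-nonspecific alkaline phosphatase inhibition above about 50% at 20 µM in the single-dose screen, limit read from the data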;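 also: 0% = DMSO negative control and 100% = EDTA positive control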
# Target sequence (P05186 whole entry, looked up): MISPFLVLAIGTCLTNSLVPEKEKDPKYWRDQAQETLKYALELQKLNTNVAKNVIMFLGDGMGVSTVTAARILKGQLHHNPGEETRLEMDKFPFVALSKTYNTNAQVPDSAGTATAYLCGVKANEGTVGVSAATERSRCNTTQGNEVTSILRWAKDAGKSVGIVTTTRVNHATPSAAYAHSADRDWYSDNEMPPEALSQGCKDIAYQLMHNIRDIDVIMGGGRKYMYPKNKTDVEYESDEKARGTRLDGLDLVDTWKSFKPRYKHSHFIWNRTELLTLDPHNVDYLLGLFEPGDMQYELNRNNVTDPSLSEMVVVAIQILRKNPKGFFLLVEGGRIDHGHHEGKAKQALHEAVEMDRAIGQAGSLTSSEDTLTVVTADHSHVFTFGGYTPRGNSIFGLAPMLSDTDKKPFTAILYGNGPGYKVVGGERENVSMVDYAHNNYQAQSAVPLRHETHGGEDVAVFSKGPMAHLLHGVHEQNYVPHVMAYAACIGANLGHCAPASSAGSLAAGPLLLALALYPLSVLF
# FLuc inh counter – Photinus pyralis luciferase inhibition counter-screen | ATPLite firefly luciferase biochemical luminescence, 10 min | inhibition, % at 10 µM | 200,000 tested, 1.5% active;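 active = inhibition above about 50% when tested at 10 µM, limit read from the data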
# bIAP act – intestinal alkaline phosphatase (bovine) activation | purified bovine IAP, CDP-star luminescence, 30 min; active compounds read high; fold of DMSO-control signal, blank-subtracted | activation factor at 20 µM | 200,000 tested, 0.17% active | AID 1016;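 active = activation factor of 2 or more at 20 µM, a signal rise over negative controls twice the positive control's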
# PMI act – phosphomannose isomerase (human) activation. 190,000 tested, 0.005% active. activation factor at 20 µM. P34949. purified human PMI, coupled resazurin fluorescence, 20 min; active compounds read high; 1 = vehicle control, 0 substrate-free wells;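 active = activation factor of 2 or more at 20 µM, relative to plate controls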
# Target sequence (P34949 whole entry, looked up): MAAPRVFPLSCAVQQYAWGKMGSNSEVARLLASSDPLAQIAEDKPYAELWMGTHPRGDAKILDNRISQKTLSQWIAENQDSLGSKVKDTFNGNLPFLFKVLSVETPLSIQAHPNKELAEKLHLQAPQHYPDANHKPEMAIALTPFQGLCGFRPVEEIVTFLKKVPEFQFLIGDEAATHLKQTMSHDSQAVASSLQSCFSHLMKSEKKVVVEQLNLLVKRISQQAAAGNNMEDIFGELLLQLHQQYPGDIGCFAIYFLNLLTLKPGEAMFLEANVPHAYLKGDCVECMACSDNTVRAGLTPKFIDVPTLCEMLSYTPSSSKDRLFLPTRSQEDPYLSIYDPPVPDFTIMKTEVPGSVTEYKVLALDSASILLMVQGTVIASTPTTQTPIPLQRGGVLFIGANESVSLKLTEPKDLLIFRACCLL
# TNAP inh hi DEA – TNAP (human) inhibition, high acceptor; P05186; purified TNAP, CDP-star luminescence, 1 M DEA; inhibition, % at 20 µM; 200,000 tested, 0.03% active; AID 1135;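 active = over 50% inhibition of tissue-nonspecific alkaline phosphatase at 20 µM in the single-dose screen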;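 also: plate controls were DMSO wells for no effect and EDTA-quenched wells as full inhibition for full effect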
# PMI act hi M6P – PMI (human) activation, high substrate | P34949 | coupled PMI enzyme assay, resazurin fluorescence, 20 min; active compounds read high; 1 = untreated enzyme, 0 = substrate-free blank | activation factor at 20 µM | 190,000 tested, 0.34% active | AID 1216;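 active = activation factor of 2 or more at 20 µM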
#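 Test system: Human PMI in coupled enzyme assay | Input: 15 ng/mL PMI | Medium: HEPES-buffered pH 7.4 with magnesium and detergent | Compound: One concentration, 20 µM, in 1% DMSO | Incubation: Enzyme reaction with compound 20 min at room temperature | Detection: Diaphorase-driven resazurin-to-resorufin fluorescence, excitation 544, emission 590 nm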
# NF-kB expr up – NF-kB expression increase, human neuronal cells; NF-kB reporter expression; active compounds read high; fold change at 12.5 µM; 190,000 tested, 1.6% active; AID 1239; in the data active = fold change above about 3.3
# TNAP act hi DEA – increases human TNAP activity under high phosphate acceptor concentration. P05186. 200,000 tested, under 10 active. activation factor at 20 µM. purified TNAP, CDP-star luminescence, 1 M DEA, 30 min; active compounds read high; 0 = EDTA background, 1 = DMSO-only activity;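 active = activation factor at least 2 at 20 µM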
#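 system = human TNAP | amount = enzyme diluted 1/800 final | reagent = 100 µM CDP-star substrate | signal = luminescent substrate turnover signal | dosing = one dose, 20 µM | benchmarks = EDTA negative control, DMSO positive control | measure = activation factor | timing = 30 min reaction, room temperature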
# FLuc act counter – affects firefly luciferase, flagging false hits in luciferase stimulation screens. ATPlite luciferase biochemical, luminescence, 10 min; 0 = ATP-free wells, 1 = DMSO control. 200,000 tested, under 10 active. activation factor at 10 µM;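 active = luciferase activation factor, scaled between plate controls, of at least 2 with compound at 10 µM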
#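 System: Luciferase/luciferin detection reagent, cell-free biochemical luciferase assay | Medium: PBS buffer for ATP | Dosing: Test compounds dosed from 2 mM stocks in 100% DMSO | Timing: 10 min at ambient temperature | Signal: Luminescence measurement of luciferase light output | Evaluation: Luciferase activation, seen as luminescence increase over controls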
# Starred values were filed as active, the others as inactive; / = no result given.
canonical_smiles	APP 5'UTR act	TNAP inh noacc	FLuc inh counter	bIAP act	PMI act	TNAP inh hi DEA	PMI act hi M6P	NF-kB expr up	TNAP act hi DEA	FLuc act counter
Cc1cccc(OCCCOc2cccc3cccnc23)c1C	14	-10	-1	1	0.8	-5	0.8	1.4	1	1
CCC(C)n1c(=N)c(C#N)cc2c(=O)n3cccc(C)c3nc21 (configuration not stated)	-18	0	4	1.2	1	-4	1	1	1	1
CNC(=O)COC(=O)c1nc(-n2nc(C)cc2C)ccc1Cl	4	-9	-9	1	0.9	-5	0.9	0.97	1	1.1
Cc1ccc(S(=O)(=O)N/N=C/c2cnn(C)c2C)cc1	2	-11	-5	0.9	0.9	0	1	0.99	1	1.1
O=[N+]([O-])c1ccc(CN2CCN(c3ccc4ccccc4n3)CC2)cc1	12	-6	0	0.9	1.5	-3	1.1	0.89	1	1
CC(=O)Nc1ccc(OC(=O)COc2ccc(Br)cc2)cc1	-11	-6	-10	0.8	1.1	-6	1	1.2	1.1	1.1
CC(C)Cc1[nH]c(=O)c(C#N)c2c1CCCC2	-5	-11	-5	0.9	0.9	-4	0.9	1	1	1.1
CC1(C(=O)OCc2cc(=O)n3cc(Br)ccc3n2)CC1(Cl)Cl (configuration not stated)	82	-1	7	1	1	1	1	1.2	1	0.9
N=c1ccn(Cc2ccccc2Cl)cc1	-24	2	0	1	0.9	3	0.9	0.76	1	1
COc1ccccc1-c1nnc(SCC(=O)O)n1-c1ccccc1	0	-10	-4	1.1	1	-8	1	1.1	1.1	1
COC(=O)CCc1c(C)c(C#N)c2nc3ccccc3n2c1N1CCCC1	9	-20	-5	1	0.9	-12	0.9	1.4	1.1	1
O=C(CCSCc1ccccc1Cl)NC1CCCCC1	20	-12	-3	1.1	0.9	-3	0.9	1.4	1	1
CCOC(=O)N1CCN(C(=O)c2ccc3c(=O)n(-c4ccccc4F)c(=S)[nH]c3c2)CC1	16	-13	-6	0.9	0.9	-4	0.9	0.83	1	1.1
COc1ccc(-c2nc3c(-c4ccc(Cl)cc4)cnn3cc2C)cc1F	6	-6	-2	0.9	0.8	-5	0.9	1.1	1.1	1
CC1(C(=O)N2CC3(CC(c4cccc([N+](=O)[O-])c4)=NO3)C[C@H]2C(=O)NCC(N)=O)CC1 (some centres not stated)	14	-9	-1	1	1.1	-3	1.1	1.1	1	1
O=C(c1ccccc1)c1cccc(NC(=O)C2CC2)c1	8	3	-4	0.6	1.1	-2	1	0.95	1	1
O=C(Nc1nnc(CC(=O)N2CCOCC2)s1)C1COc2ccccc2O1 (configuration not stated)	-12	-17	-8	0.9	1	-8	0.9	1.2	1.1	1.1
Cc1ccc(S/C=C\C(=O)c2ccccc2)cc1	144*	-6	91*	0.9	1	1	1	10*	1	0.1
Cc1nn(CCOc2ccccc2)c(=O)n1-c1ccc(Cl)cc1	15	-10	2	1	1.1	-2	1	1.9	1	1
COc1cccc(-n2nc(C(C)=O)c(C#N)c2-c2ccco2)c1	8	-3	0	1.1	0.9	2	0.9	1.2	1	1
COc1ccc(NC(=O)CCCC2CCCCC2)cc1S(=O)(=O)N1CCCCC1	-8	-14	-7	0.8	0.9	-5	0.9	0.98	1.1	1.1
CC(OC(=O)c1cc(=O)[nH]c2ccccc12)C(=O)c1ccccc1 (configuration not stated)	8	0	2	1.1	0.9	1	0.9	1.1	1	1
O=c1c2ccccc2nc(-c2ccc([N+](=O)[O-])cc2)n1O	6	-10	-3	1.1	1.1	-2	1.2	1.1	1	1
c1ccc(C2=Nc3cccnc3C(c3ccccc3)=NN2)cc1	9	-14	-3	0.9	1	-4	0.9	1.8	1	1
N#Cc1ccc2c(c1)NC(=O)C1CCCN21 (configuration not stated)	-11	3	-6	1.2	1.6	-3	1.8	0.88	1	1.1
CCOc1ccccc1NC(=O)CSc1nnc(CNC(=O)c2ccco2)o1	22	-9	-7	0.9	1	-2	1	0.97	1	1.1
CCOC(=O)C1(CC2CCCCO2)CCN(Cc2nc3ccccc3[nH]2)CC1 (configuration not stated)	-11	-14	-6	1	0.9	-4	1	0.95	1	1.1
Nc1cc(N)cc(C(=O)OCC(=O)Nc2cc(S(=O)(=O)N3CCCCC3)ccc2Cl)c1	-2	-12	4	1	1	-1	0.8	0.99	1	1
CCC(C)N(C(=O)Cn1nnc2ccccc21)C(C(=O)Nc1ccc(F)cc1)c1cccc(OC)c1 (configuration not stated)	-1	-17	-6	1.3	0.9	-9	0.9	1.1	1.1	1.1
Cc1ccccc1-c1nnc(SCC(=O)NCc2ccc3c(c2)OCO3)n1C	-5	-16	-4	0.9	0.9	1	1	0.98	1	1

# 4 entries from above in a different format.
compound: N=c1ccn(Cc2ccccc2Cl)cc1
- APP 5'UTR act: -24
- TNAP inh noacc: 2
- FLuc inh counter: 0
- bIAP act: 1
- PMI act: 0.9
- TNAP inh hi DEA: 3
- PMI act hi M6P: 0.9
- NF-kB expr up: 0.76
- TNAP act hi DEA: 1
- FLuc act counter: 1

compound: COc1ccccc1-c1nnc(SCC(=O)O)n1-c1ccccc1
- APP 5'UTR act: 0
- TNAP inh noacc: -10
- FLuc inh counter: -4
- bIAP act: 1.1
- PMI act: 1
- TNAP inh hi DEA: -8
- PMI act hi M6P: 1
- NF-kB expr up: 1.1
- TNAP act hi DEA: 1.1
- FLuc act counter: 1

compound: COC(=O)CCc1c(C)c(C#N)c2nc3ccccc3n2c1N1CCCC1
- APP 5'UTR act: 9
- TNAP inh noacc: -20
- FLuc inh counter: -5
- bIAP act: 1
- PMI act: 0.9
- TNAP inh hi DEA: -12
- PMI act hi M6P: 0.9
- NF-kB expr up: 1.4
- TNAP act hi DEA: 1.1
- FLuc act counter: 1

compound: O=C(CCSCc1ccccc1Cl)NC1CCCCC1
- APP 5'UTR act: 20
- TNAP inh noacc: -12
- FLuc inh counter: -3
- bIAP act: 1.1
- PMI act: 0.9
- TNAP inh hi DEA: -3
- PMI act hi M6P: 0.9
- NF-kB expr up: 1.4
- TNAP act hi DEA: 1
- FLuc act counter: 1

# More records follow:
canonical_smiles	APP 5'UTR act	TNAP inh noacc	FLuc inh counter	bIAP act	PMI act	TNAP inh hi DEA	PMI act hi M6P	NF-kB expr up	TNAP act hi DEA	FLuc act counter
O=C(NCc1ccc(F)cc1)C(Cc1ccccc1)NS(=O)(=O)c1cccs1 (configuration not stated)	2	1	-4	0.9	1	-1	1	0.8	1	1
CC(OC(=O)Cc1coc2ccc3ccccc3c12)C(=O)Nc1ncc(Cl)cc1Cl (configuration not stated)	9	-16	-10	0.9	0.8	0	0.9	0.9	1	1.1
Cc1c(C(=O)OCC(=O)c2ccc3c(c2)OCCO3)oc2ccccc12	-5	4	24	0.9	1	-2	0.9	1.6	1	0.8
CCN(CC(=O)Nc1ccc(NC(C)=O)cc1)C(=O)C(c1ccccc1)c1ccccc1	1	-12	-2	1	1	-4	1	1.2	1	1
COc1ccc(C2C3C(=O)N(N(C)c4ncc(C(F)(F)F)cc4Cl)C(=O)C3ON2C)cc1 (configuration not stated)	-17	-7	-3	1.1	1	0	1	1.1	1	1
O=C(CCCOc1ccccc1)NC1CCCc2ccccc21 (configuration not stated)	-10	-9	-4	1	1	3	0.9	0.9	1	1
CNC(=S)N1CCC(c2nc3ccccc3s2)CC1	25	-4	3	1.2	0.8	-2	0.9	1.4	1	1
O=C(/C=C/c1ccc(Cl)cc1)Nn1c(-c2cccs2)nc2ccccc2c1=O	-4	-17	-6	0.9	0.9	-2	1	0.94	1	1.1
CCC(O)(C#CCN1CCCCC1)CC	4	-11	-8	1	1	-1	1.1	1.1	1	1.1
Cc1nc(CCN2C(=O)c3ccccc3C2=O)cs1	-6	-8	2	1	1	0	1	1	1	1
CCSc1nsc(SCC)c1C(N)=O	3	-2	-10	0.9	1.2	-9	1.2	0.95	1.1	1.1
CCC(C)(C)NC(=O)c1cc(C(=O)OC)cc([N+](=O)[O-])c1	5	-13	-5	0.9	1.1	-4	1.1	1.3	1	1.1
Cc1ccc(C2(c3noc(CN(C)Cc4cccnc4)n3)CCCC2)cc1	-10	-7	-2	1	1	-4	1	0.93	1	1
Cc1cc(C)cc(NC(N)=S)c1	-4	1	-8	1.4	0.7	-2	1	1.1	1	1.1
Cc1csc(/C(=N\O)c2csc(C)n2)n1	-15	-25	-7	1	1	-9	1	1	1.1	1.1
COc1ccc(OC)c(NC(=O)c2ccc(CSc3nnc(C)s3)cc2)c1	13	-7	2	0.9	0.9	-4	0.9	0.93	1	1
NC(=O)c1ccc(N2CCOCC2)nc1	-12	-1	0	1	0.9	0	0.9	0.96	1	1
CC(O)C(NS(=O)(=O)c1ccc(Cl)cc1)C(=O)OCC(=O)c1c[nH]c2ccccc12 (configuration not stated)	5	-5	-9	0.9	0.9	-1	0.9	/	1	1.1
COc1cccc(-c2csc3nnc(SCC(=O)NCc4cccs4)n23)c1	-2	7	-5	1	0.9	-2	1	1.4	1	1
Cc1c(NC(=O)CSc2ccc(Cl)cc2)cccc1-c1nc2cc(Cl)ccc2o1	15	-6	-4	0.8	1	-2	1	1.2	1	1
CCOC(=O)C(NC(=O)N(C)C)(Nc1sc(C)c(CC)c1C#N)C(F)(F)F (configuration not stated)	-4	-11	-4	0.6	0.8	1	0.9	1.1	1	1
COC(=O)c1cc(COC(=O)c2nc3nccc(C)n3n2)oc1C	4	-10	-2	1.3	1	-5	1	0.99	1.1	1
COc1ccc(N(CC(=O)Nc2ccc(F)c(Cl)c2)S(=O)(=O)c2c(C)noc2C)cc1	-4	-14	-6	0.8	0.8	-7	0.8	0.98	1.1	1.1
CCOc1cc(CNc2ccc(N3CCN(C(C)=O)CC3)cc2)cc(Br)c1OC	6	-5	-6	1	0.8	-2	0.7	1.3	1	1.1
O=C(/C=C/c1ccccc1)NCCc1ccc2c(c1)OCCO2	0	-13	0	1	0.9	-2	0.9	1.4	1	1
Cn1c(N)c(C(=O)COC(=O)CN2C(=O)c3ccccc3C2=O)c(=O)n(C)c1=O	26	-6	-2	0.9	1.1	0	1	0.96	1	1
CCOC(=O)CCCNc1ccc([N+](=O)[O-])cc1[N+](=O)[O-]	-24	3	-4	0.6	0.9	5	1	1.2	1	1
COc1ccc(C2CC(=O)NC3=C2C(=O)CCC3)cc1Cl (configuration not stated)	7	-6	-2	1	1	-3	1	1.2	1	1
CCOc1ccc(C2NC(=O)c3sc(=S)n(-c4ccccc4)c3N2)cc1 (configuration not stated)	-5	4	1	0.5	1.7	3	2.3*	1.3	1	1
CCOC(=O)C1=C(N)OC(C)=C(C#N)C1c1ccco1 (configuration not stated)	0	-10	-3	1.1	1	30	1	0.97	0.7	1

# The list goes on:
canonical_smiles	APP 5'UTR act	TNAP inh noacc	FLuc inh counter	bIAP act	PMI act	TNAP inh hi DEA	PMI act hi M6P	NF-kB expr up	TNAP act hi DEA	FLuc act counter
CN(Cc1ccccc1)CC(O)COc1ccc(CNCc2cccnc2)cc1 (configuration not stated)	-1	-7	-9	1.1	0.9	-8	0.9	0.76	1.1	1.1
COc1nc(C)ccc1-c1noc(-c2ccco2)n1	182*	-12	58*	1	0.9	-3	0.9	4.6*	1	0.4
Cc1[nH]nc(SCC(=O)N2CCCCC2)c1[N+](=O)[O-]	12	-3	-4	0.7	1	-6	1.1	1.5	1.1	1
COc1cccc(N2CC(C(=O)Nc3nnc(SCc4ccccn4)s3)CC2=O)c1 (configuration not stated)	11	11	15	0.9	1.1	1	1.1	0.88	1	0.8

# From PubChem BioAssay
